# CHO-K1 Ca antag = nonselective inhibitor or artifact in parental CHO-K1 cells; 0.6% of 360,000 active; ATP-induced calcium, Fluo-8 fluorescence; inhibition, % at 3 µM;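 active means inhibition above a per-plate cutoff, the plate's mean sample inhibition plus 3 SD, cut at about 24% in these data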;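 further: 0% = DMSO plus EC80 ATP and 100% = DMSO alone without ATP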
# CHRM1 agonist = activates human CHRM1 receptor; P11229; CHO-K1 hM1, Fluo-8 calcium fluorescence, agonist mode; 0% DMSO, 100% acetylcholine EC100; activation, % at 3 µM; 0.33% of 360,000 active; AID 588814;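 active means activation above the run's mean compound activation plus 3 SD, cut at about 16% in these data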;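 further: peak over basal fluorescence ratio within a 140 s kinetic read after compound addition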
# TAAR1 agonist = agonists of human TAAR1; Q96RJ0; CHO RD-HGA16 TAAR1, Fluo-8 calcium fluorescence; vehicle wells 0%, saturating PEA agonist 100%; activation, % at 3 µM; 0.99% of 360,000 active;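 active means activation above the mean activation of all test compounds in the run plus 3 SD, cut at about 38% in these data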
#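 System: CHO-derived RD-HGA16 cells with stable Gα16 and human TAAR1 / Times: 17-24 h plating, Fluo-8 75 min 37 °C, 30 min RT / Technique: calcium-sensitive Fluo-8 signal, excitation 470-495, emission 515-575 nm / Measure: % activation relative to PEA EC100 response / Benchmarks: DMSO and PEA EC100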
# V1aR counter = counter-screen for oxytocin receptor agonists: human V1a receptor agonists; activation, % at 3 µM; P37288; AID 2797; 0.25% of 320,000 active; CHO-V1R cells, Fluo-8 calcium fluorescence, agonist mode; 0% DMSO, 100% 3 nM vasopressin;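 active means activation above the mean activation of all tested compounds plus 3 SD, per screening run, cut at about 20% in these data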;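 further: signal is peak over basal fluorescence ratio across a 100 second FLIPR read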
# Target sequence (P37288 whole entry, looked up): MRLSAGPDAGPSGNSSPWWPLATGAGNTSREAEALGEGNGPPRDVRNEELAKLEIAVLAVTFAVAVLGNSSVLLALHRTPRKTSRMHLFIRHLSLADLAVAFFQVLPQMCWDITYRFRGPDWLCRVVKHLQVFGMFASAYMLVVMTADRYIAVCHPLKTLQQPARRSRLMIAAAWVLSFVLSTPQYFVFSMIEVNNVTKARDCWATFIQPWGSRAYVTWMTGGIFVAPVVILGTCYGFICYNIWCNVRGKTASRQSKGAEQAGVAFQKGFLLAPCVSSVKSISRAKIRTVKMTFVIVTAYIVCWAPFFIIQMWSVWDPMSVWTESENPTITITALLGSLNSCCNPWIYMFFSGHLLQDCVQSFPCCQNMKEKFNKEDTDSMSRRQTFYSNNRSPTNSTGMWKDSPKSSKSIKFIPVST
# M1 PAM parental = counter-screen for M1 PAMs: effect in parental CHO-K1 cells | ATP EC20, Fluo-8 calcium fluorescence; 0% at ATP EC20, 100% at ATP max | 0.02% of 360,000 active | activation, % at 3 µM;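 active means activation above the run cutoff, the mean activation of all test compounds plus 3 SD, cut at about 40% in these data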;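 further: peak over basal fluorescence ratio in a 140 s read after ATP addition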
# M1 ag parental = M1 agonist counterscreen hit in parental CHO-K1 cells | Fluo-8 calcium fluorescence; scaled to maximal ATP response, vehicle zero | activation, % at 3 µM | 0.48% of 360,000 active | AID 602248; in the data active means activation above about 15%;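 further: untransfected CHO-K1 host cells lacking M1 receptor as counterscreen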
# TAAR1 antagonist = antagonists of human TAAR1; Q96RJ0; CHO RD-HGA16 TAAR1, Fluo-8 calcium fluorescence, antagonist; inhibition, % at 3 µM; 1.5% of 360,000 active;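 active means inhibition above a per-plate cutoff, the mean inhibition of test compounds on that plate plus 3 SD, cut at about 49% in these data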;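 further: 0% = DMSO plus EC80 beta-PEA response and 100% = DMSO alone without agonist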
#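 Test system – hTAAR1-expressing CHO RD-HGA16 cells, Gα16-coupled · Reagent – β-PEA at EC80 concentration, post-compound challenge · Compound dosing – 3 µM, single point · Timing – 140 s kinetic read after compound, 140 s after agonist · Detection – Fluo-8 intracellular calcium dye fluorescence, real-time kinetic reads · Control set – DMSO and EC80 PEA controls · Repeats – n of 1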
# CHO parental Ca = counter-screen: ATP calcium response change in parental CHO cells | parental CHO-K1, ATP-induced calcium, Fluo-8 fluorescence | 0.63% of 330,000 active | inhibition, % at 5.6 µM | AID 463079;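 active means inhibition above that plate's mean sample inhibition plus 3 SD, cut at about 26% in these data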;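 further: 0% = ATP-challenged DMSO wells and 100% = DMSO wells without ATP; some compounds past the cut are filed as inactive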
#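 Assay system: untransfected parental CHO cell line. Also added: ATP agonist challenge. Dosing: one dose, 5.6 µM nominal. Measured by: Fluo-8 fluorescence. Read-out: % inhibition. Benchmarks: ATP wells versus no-ATP DMSO wells. Repeats: no replicates.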
# OXTR potentiator = potentiates the human oxytocin receptor response; P30559; 0.061% of 320,000 active; activation, % at 3 µM; CHO-OTR cells, Fluo-8 calcium fluorescence, potentiator mode; 0% = oxytocin EC15, 100% = EC100;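 active means activation above that plate's cutoff, the mean activation of tested compounds plus 3 SD, cut at about 6.6% in these data, passing the limit was not always enough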;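 further: 100% uses oxytocin at 75 nM as the full agonist control; some results filed as inactive read as strong as hits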
# Target sequence (P30559 whole entry, looked up): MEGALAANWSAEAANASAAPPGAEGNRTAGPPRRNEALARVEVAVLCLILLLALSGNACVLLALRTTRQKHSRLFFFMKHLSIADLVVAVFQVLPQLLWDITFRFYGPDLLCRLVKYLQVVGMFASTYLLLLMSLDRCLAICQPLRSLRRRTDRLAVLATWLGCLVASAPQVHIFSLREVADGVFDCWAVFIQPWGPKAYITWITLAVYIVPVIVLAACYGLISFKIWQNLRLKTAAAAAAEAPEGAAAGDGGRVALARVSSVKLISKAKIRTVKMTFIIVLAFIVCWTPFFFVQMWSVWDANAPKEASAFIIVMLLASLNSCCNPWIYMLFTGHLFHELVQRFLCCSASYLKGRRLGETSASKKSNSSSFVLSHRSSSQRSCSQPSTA
#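 Material: human OTR in CHO cells. Compound: 3.0 µM, one dose. Timing: compound 6 min at room temperature before oxytocin, 100 s read. Evaluation: % activation of max/min ratio relative to oxytocin controls. Replication: single well per compound, singlicate. Signal: Fluo-8 calcium dye fluorescence.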
# Starred values were filed as active, the others as inactive; . = no result given.
SMILES,CHO-K1 Ca antag,CHRM1 agonist,TAAR1 agonist,V1aR counter,M1 PAM parental,M1 ag parental,TAAR1 antagonist,CHO parental Ca,OXTR potentiator
COc1ccccc1-n1c(SCC(=O)NC(C)(C)C)nc(O)c(Cc2ccccc2)c1=O,2,-4,2,0.5,10,0.3,-3,-6,1
CC1CCN(C(=O)COC(=O)CCC(=O)c2cccs2)CC1,-3,-3,4,.,-2,0.5,-20,.,.
O=C(NCc1ccccc1F)C1CCN(C(=O)c2sccc2-n2cccc2)CC1,-5,-7,1,0.9,18,1.3,5,-12,-4
NC1(C#Cc2ccc3oc(=O)c(-n4cc(C5(O)CCCCC5)nn4)cc3c2)CCCCC1,0,-9,2,1.5,-6,0.5,28,-4,-1
COC(=O)Cn1c2ccccc2c(=O)n1C(C)C,5,.,1,.,-8,0.1,-17,.,.
COc1cc(C2c3c(-c4cc(Cl)c(C)cc4O)n[nH]c3C(=O)N2Cc2cccnc2)ccc1O (configuration not stated),-15,-4,10,0.5,18,0.9,1,-7,-1
Cc1c(CC(=O)Nc2ccc(Cl)cc2)sc2ccc(Cl)cc12,-7,-3,0,2.4,6,1.9,14,-6,-15
CC(=O)Nc1ccc(S(C)(=O)=O)c(C)c1,11,-5,1,0.5,-5,0.5,-3,-3,-3
Cc1[nH]n(-c2ccccc2)c(=O)c1/C=N/N(C)c1ccccc1,-12,-4,15,1.0,29,1.2,2,4,-5
CN(c1ccc(C(=O)NCCSC(C)(C)C)cc1)S(=O)(=O)c1ccccc1,-2,-8,5,2.0,-5,3.3,-8,-22,-22

# Sorted by value in TAAR1 antagonist (low to high): three of the compounds above
molecule	CHRM1 agonist	TAAR1 agonist	TAAR1 antagonist	OXTR potentiator
CN(c1ccc(C(=O)NCCSC(C)(C)C)cc1)S(=O)(=O)c1ccccc1	-8	5	-8	-22
CC(=O)Nc1ccc(S(C)(=O)=O)c(C)c1	-5	1	-3	-3
NC1(C#Cc2ccc3oc(=O)c(-n4cc(C5(O)CCCCC5)nn4)cc3c2)CCCCC1	-9	2	28	-1

# The list goes on.
SMILES,CHO-K1 Ca antag,CHRM1 agonist,TAAR1 agonist,V1aR counter,M1 PAM parental,M1 ag parental,TAAR1 antagonist,CHO parental Ca,OXTR potentiator
COc1ccc(OCc2cccc(C(=O)Nc3cc(C)on3)c2)cc1,2,-6,6,-0.6,20,0.2,-8,-23,6
CC(=O)CCc1c(C)c2cc(C)ccc2[nH]c1=O,-14,-5,0,-1.5,6,-0.5,2,-17,-12
Clc1ccccc1CN1CCN(/N=C/C=C\c2ccco2)CC1,-11,-10,0,-0.4,21,0.1,-11,-27,-2
C/C=C/c1ccc(OCC(=O)Nc2cc(C(F)(F)F)ccc2N2CCOCC2)c(OC)c1,-6,-1,-1,-0.3,18,0.9,-1,-12,-4
CCOC(=O)CC(=O)Nc1ccc(Br)cc1C(=O)O,-4,-4,5,0.8,17,0.8,0,-3,-1
CC(=O)c1ccc(OC(=O)Cc2cccc3ccccc23)cc1,3,-2,4,0.2,10,-0.4,-3,-8,-12
O=C(C1=COCCO1)N1CCN(S(=O)(=O)c2cccc(Br)c2)CC1,-9,-3,7,1.3,8,0.8,10,-8,-8
O=C1CCCC(O)=C1Sc1ccccc1C(=O)O,-15,-4,1,1.5,25,0.2,5,0,2
CN(CC(=O)Nc1cc(Cl)cc(Cl)c1)Cc1cccs1,-8,-4,4,0.1,-15,-0.7,-10,-22,-24
O=C(NNC(=S)NCc1ccccc1)c1ccc(Br)cc1,-18,0,1,3.1,3,1.4,-8,-8,-10
Cc1cc(C(=O)c2ccccc2)cc(C)c1O,-7,-3,1,.,12,0.1,-19,.,.
COc1ccc(C(=O)C2CCCN(C(=O)c3ccc(F)cc3)C2)cc1OC (configuration not stated),11,-2,-1,2.3,-20,4.1,-4,-14,-5
O=C(CSc1nnc2scc(-c3ccccc3)n12)NCc1ccc2c(c1)OCO2,0,-5,5,-0.8,3,0.2,12,-12,-9
Cc1cccc(C)c1NC(=O)/C(=C/c1ccco1)c1ccccc1,-2,15,9,2.8,12,1.8,-2,3,-20
Cc1cc2nc(-c3ccc(SCC(=O)N4CCOCC4)nc3)[nH]c2cc1C,-26,-3,12,-0.5,4,3.8,30,-13,-4
COc1cccc(C(O)c2nc(-c3ccc(OC)nc3)cs2)c1 (configuration not stated),-8,1,7,.,10,1.5,-3,.,.
c1ccc2c(c1)oc1c(-c3ccc4nccn4c3)cccc12,-18,-2,4,.,18,0.8,-5,.,.
CCCC[C@@H]1CCCO[C@@](C(=O)NCc2ccc(C)o2)(C(F)(F)F)C1,-1,-5,-2,-1.5,-1,-0.9,-1,-13,-6
CN(C(=O)c1coc(=O)c2ccccc12)c1ccc(Br)cc1,-8,-6,0,-0.5,6,1.0,-17,15,-21
CC[C@H](C)[C@H]1CNC(=O)C(=O)N1CC1CCN(CCc2ccccc2)CC1,-8,-10,2,.,16,0.7,6,.,.
O=[N+]([O-])c1ccc(Cl)c(C[n+]2cccc3ccccc32)c1,-5,-7,1,0.8,7,0.2,-6,-3,0
O=C(COc1ccc(Br)cc1)OCC(=O)N1CCOCC1,-4,-2,10,0.6,-7,-0.1,1,-3,-5
COC(=O)c1cc2ccsc2n1CC(=O)N(C)c1ccccc1,-8,-3,-1,-1.2,6,0.0,-34,-18,-5
O=S1(=O)CC/C(=N\Nc2ccccc2)c2ccsc21,-21,5,7,-0.5,13,1.2,12,-7,-7
CC(=O)Nc1cccc(Oc2nc(NC(C)C)nc3cc(-c4ccccc4)sc23)c1,-13,-3,0,.,17,0.5,27,.,.
O=C(CC12CC3CC(CC(C3)C1)C2)NC(=S)Nc1ccc(CN2CCOCC2)cc1,-19,-3,4,0.0,-2,1.4,17,-19,-9
CSCC[C@H](NC(=O)[C@@H]1Cc2ccccc2CN1)C(=O)NC1CCCC1,-15,-3,1,0.9,3,0.4,-4,-4,4
CC(C)(O)C#Cc1ccc(CN2CCN(C3CCCC3)C(CCO)C2)cc1 (configuration not stated),-19,-7,6,9.8,12,3.0,-14,-20,1
C[C@]12c3[nH]c4ccccc4c3CCN1C(=O)C(CC(=O)NCc1cccc(C(F)(F)F)c1)C[C@@H]2C(=O)N1CCCCC1 (some centres not stated),-9,-4,5,-0.7,17,0.3,1,-24,-5
Cc1ccc(SCc2c(C(=O)N/N=C/c3ccc(C)o3)nnn2-c2nonc2N)cc1,1,-4,3,.,12,1.0,29,.,.

# Next part; it opens with the 7 that closed the last part.
SMILES,CHO-K1 Ca antag,CHRM1 agonist,TAAR1 agonist,V1aR counter,M1 PAM parental,M1 ag parental,TAAR1 antagonist,CHO parental Ca,OXTR potentiator
O=S1(=O)CC/C(=N\Nc2ccccc2)c2ccsc21,-21,5,7,-0.5,13,1.2,12,-7,-7
CC(=O)Nc1cccc(Oc2nc(NC(C)C)nc3cc(-c4ccccc4)sc23)c1,-13,-3,0,.,17,0.5,27,.,.
O=C(CC12CC3CC(CC(C3)C1)C2)NC(=S)Nc1ccc(CN2CCOCC2)cc1,-19,-3,4,0.0,-2,1.4,17,-19,-9
CSCC[C@H](NC(=O)[C@@H]1Cc2ccccc2CN1)C(=O)NC1CCCC1,-15,-3,1,0.9,3,0.4,-4,-4,4
CC(C)(O)C#Cc1ccc(CN2CCN(C3CCCC3)C(CCO)C2)cc1 (configuration not stated),-19,-7,6,9.8,12,3.0,-14,-20,1
C[C@]12c3[nH]c4ccccc4c3CCN1C(=O)C(CC(=O)NCc1cccc(C(F)(F)F)c1)C[C@@H]2C(=O)N1CCCCC1 (some centres not stated),-9,-4,5,-0.7,17,0.3,1,-24,-5
Cc1ccc(SCc2c(C(=O)N/N=C/c3ccc(C)o3)nnn2-c2nonc2N)cc1,1,-4,3,.,12,1.0,29,.,.
CCOC(=O)C1(Cc2ccc(OC)cc2)CCN(C(=O)CC2CCC(=O)N2)CC1 (configuration not stated),-15,1,3,-0.4,18,0.5,12,-16,-7
CCN1CCN(CCCNC(=O)CCCn2nc(C)c3sc4ccccc4c3c2=O)CC1,-15,-12,-1,0.6,15,-0.1,-11,-16,6
CC(C)(C)NC(=O)c1ccc(COCC(F)(F)F)o1,5,-3,1,-0.3,1,0.1,-4,-9,3
O=C(NCCCO)/C(=C\C=C\c1ccccc1)NC(=O)c1ccccc1Cl,4,-1,11,0.2,9,4.2,45,-18,3
O=C1c2ccncc2C(=O)N1CO,-11,0,6,0.9,22,1.6,-13,-16,-4
C#CCOCCOCCOCCNc1nc(N2CCN(C(=O)[C@H](CCCCN)n3cc([C@@H](N)CC(C)C)nn3)CC2)nc(N2CCN(C(=O)[C@H](Cc3cc4ccccc4[nH]3)n3cc([C@@H](N)Cc4ccc(O)cc4)nn3)CC2)n1,-10,-9,.,0.1,-10,0.1,.,-11,-8
O=C(OC1CCCCC1=O)c1cccc(S(=O)(=O)N2CCOCC2)c1 (configuration not stated),3,-3,0,0.2,11,0.6,-7,1,-2
COc1ccc(S(=O)(=O)N2CCN(C(=O)c3cc4c(s3)CCCC4)CC2)cc1,0,-1,8,7.9,3,2.2,20,2,-11
COc1cc2[nH]c(=O)c(C(=O)NCc3ccc(C)cc3)c(O)c2cc1OC,6,0,1,.,13,0.2,-7,.,.
CC1(C)CC(=O)C2=C(C1)Nc1nc(SCCN3CCOCC3)[nH]c(=O)c1C2c1cccs1 (configuration not stated),3,-6,-2,-0.9,19,5.1,-6,-7,-4
CC1=[N+](C)N(c2ccccc2)C(=O)C1N=Cc1ccccc1Cl (configuration not stated),-6,-6,3,0.1,13,0.3,-9,-4,3
O=c1cc(N2CCN(c3ccc(F)cc3)CC2)[nH]c(=O)n1C1CCCCC1,-15,-2,7,2.6,16,0.8,-7,-11,-3
N#CC(C#N)=Cc1cnc(N2CCN(c3ccccc3)CC2)s1,-4,-2,1,0.4,-4,0.3,8,-8,-10
CC(=O)c1sc(NC(=O)C(C)C)nc1C,13,-4,0,-0.6,-3,-0.1,-6,2,-12
C/[N+]([O-])=C\c1cccc(OCCN2CCN(c3ncc(C(F)(F)F)cc3Cl)CC2)c1,3,-6,5,7.4,-3,3.2,-8,-11,-16
Cc1ccc(N/C(N)=N/c2nc(CSc3nnc(N)s3)cc(=O)[nH]2)cc1,-21,-4,3,0.3,20,0.3,13,-7,-4

# Filtered by structure, the entries above containing a COOH group
SMILES,CHO-K1 Ca antag,CHRM1 agonist,TAAR1 agonist,V1aR counter,M1 PAM parental,M1 ag parental,TAAR1 antagonist,CHO parental Ca,OXTR potentiator
CCOC(=O)CC(=O)Nc1ccc(Br)cc1C(=O)O,-4,-4,5,0.8,17,0.8,0,-3,-1
O=C1CCCC(O)=C1Sc1ccccc1C(=O)O,-15,-4,1,1.5,25,0.2,5,0,2

# No enrichment for hits; about 3.3% have a hit in one of these screens.
